pAkt inh: blocks phosphorylation of Akt. Neuro2A IGF-stimulated pAkt S473 HTRF, 20 min; active compounds read low. activity change, % for hits at 50 µM. hit rate 0.32% among 360,000. AID 651550; in the data active means activity change below about -80%; inconclusive means mostly about -51% to -80%; further: on the % scale 0 is the no-effect control and ±100 the full control effect
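Neuro2A cells (4,500/well, DMEM with 0.5% FBS) were treated with compound at a single 50 µM final concentration, stimulated with 6 nM IGF for 20 min at 37 °C, and lysed. Phospho-Akt Ser473 was read by HTRF as 665/615 ratio ×10^4.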
Nrf2 inh: Nrf2 pathway inhibition. A549 ARE-Fluc reporter, luciferase luminescence, 18-24 h. Potency, µM (doses to about 46 µM), without a hit: at the top dose activity change, negative = inhibition, actives largely listed as inhibitors. hit rate 2.1% among 360,000; further: potency means the concentration at half of the fitted maximal effect; on the % scale 0 is the no-effect control and ±100 the full control effect; nearly all actives have a fitted effect of over 60% in size
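Concentration-response testing used A549 ARE_Fluc cells at 5000 cells/well. Following an 18-24 h compound incubation, viability was read by fluorescence (Ex 405/Em 525) and luciferase output by luminescence.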
HepG2 viability: counter-screen for TGF-b inhibitors: cytotoxicity in HepG2 cells. hit rate 0.76% among 410,000. AID 588856. Potency, µM (top dose mostly 46.1 µM), inactives show top-dose activity change, negative = cytotoxicity, most hits filed as cytotoxic. HepG2 CAGA-GFP viability, ATP luminescence, 18 h; further: potency means the concentration at half of the fitted maximal effect; some results filed as inactive show a strong effect at the top dose
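CellTiter-Glo luminescence gave cytotoxicity after 18 hours at 37 degrees C. The cells were HepG2 CAGA-GFP in 1% FBS DMEM, stimulated with 500 pg/mL TGF-beta after compound addition. %Activity was normalised to no-cell wells (complete cell-killing) and DMSO (no toxicity), and curves were fitted and classified.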
TGFb SMAD3 inh: inhibitors of TGF-b signaling. HepG2 CAGA-GFP TGF-b/SMAD3 reporter, GFP fluorescence, 18 h; TGF-beta stimulated, 500 pg/mL final. hit rate 1.2% among 410,000. Potency, µM (doses to about 46.1 µM), for inactives: at the top dose activity, negative = inhibition, most hits filed as inhibitors; further: potency means the concentration at half of the fitted maximal effect; on the % scale 0 is the no-effect control and ±100 the full control effect; nearly all actives have a fitted effect of over 65% in size
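Smad-responsive CAGA-GFP expression was quantified in HEPG2 cells exposed to compounds and 500 pg/mL final TGF-beta for 18 h at 37 degrees C; unstimulated wells defined full inhibition.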
CCT chaperon mod: changes cytosolic chaperonin activity; purified chaperonin ATPase assay, HTRF ADP detection, 30 min; activity change, % (concentration not given with the values), hits read low; hit rate 0.3% among 360,000; in the data active means activity change below about -30%; further: on the % scale 0 is the no-effect control and ±100 the full control effect
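ATPase activity: ADP formed was measured by HTRF Transcreener (665/615 nm ratio) after 30 min at 37 deg C with 10 uM ATP. Compounds screened at one 76 uM concentration against 40 or 20 nM TRiC in Tris pH 7.4/KCl/MgCl2/DTT buffer.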
Mm-Cpn inhibitor: M. maripaludis TRiC chaperonin inhibition; purified Mm-Cpn ATPase, ADP Transcreener TR-FRET; Potency, µM (highest dose often 76.9 µM), without a hit: at the top dose activity, negative = inhibition, actives largely listed as inhibitors; hit rate 0.031% among 330,000; further: potency means the concentration at half of the fitted maximal effect; on the % scale 0 is the no-effect control and ±100 the full control effect; nearly all actives have a fitted effect of over 80% in size
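Reaction buffer contained 30 mM Tris pH 7.4, 100 mM KCl, 5 mM MgCl2 and 1 mM DTT. Mm-CPN (25 nM final) hydrolysed 10 uM ATP over 30 min at 37°C; ADP was read by HTRF.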
Nrf2 ARE act: Nrf2 pathway activation; hit rate 0.31% among 410,000; AID 624171; Potency, µM (titrated, usually from 46.1 µM), for the others: top-dose activation, most hits filed as activators; AREc32 ARE-luciferase reporter (MCF7-derived line), luminescence, 24 h; further: potency means the concentration at half of the fitted maximal effect; % of control where 0% means no effect; nearly all actives have a fitted effect of over 65% in size
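Each well held 1000 AREc32 cells, which were incubated with compound for 24 hr at 37 deg C after overnight attachment, and ARE reporter activity was quantified by firefly luciferase luminescence.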
S2 tox: reduces viability in counter-screen for ATXN expression inhibitors; S2 cells (HEK-293 line with an ATXN2-luciferase reporter) viability, CellTiter-Fluor protease fluorescence, 24 h; Potency, µM (top dose mostly 56.7 µM), actives largely listed as cytotoxic; hit rate 0.49% among 400,000; AID 651635; further: potency means the concentration at half of the fitted maximal effect; nearly all actives have a fitted effect of over 40% in size
A549 tox: A549 cytotoxicity, counter-screen for Nrf2 inhibitors; A549 ARE-Fluc cells, CellTiter-Fluor viability, 18-24 h; Potency, µM (highest dose often 46 µM), inactives show at the top dose activity change, negative = cytotoxicity, most hits filed as inhibitors; hit rate 0.16% among 390,000; AID 504648; further: potency means the concentration at half of the fitted maximal effect; on the % scale 0 is the no-effect control and ±100 the full control effect
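A549 ARE_Fluc cells in 5% FBS OPTI-MEM were exposed to compounds in concentration-response for 18-24 h at 37 deg C. Viability was read by CellTiter-Fluor fluorescence (Ex 405/Em 525) after 30 min, before the luciferase read.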
* marks the source's active call; other numbers are inactive results; i = inactive; ? = inconclusive; . = not tested or not shown. Unless noted, the call rests on the fitted dose curve; in most records, active means well fitted curve in the direction sought with a large enough effect; inconclusive means small, poorly fitted or top-dose-only effect, or another doubt; inactive means no such curve, though single readings can be large; an effect the other way counts as inactive or inconclusive.

SMILES	pAkt inh	Nrf2 inh	HepG2 viability	TGFb SMAD3 inh	CCT chaperon mod	Mm-Cpn inhibitor	Nrf2 ARE act	S2 tox	A549 tox
COc1cc2c(cc1NC(=O)COc1ccc(Cl)cc1Br)oc1ccccc12	.	1%	-13%	3%	.	.	0.3%	i	4%
COC(=O)[C@H](CCSC)NC(=O)NC1CC1	i	19%	138%	0%	-2.2	-2%	-0.2%	i	0%
CSc1ncccc1-c1nc2ccccc2[nH]1	i	8%	5%	13%	0.4	-3%	9.3%	i	-1%
O=C(c1cc2cc3ccc(Cl)cc3nc2o1)N1CCN(c2cccc(Cl)c2)CC1	.	-1%	-2%	-9%	.	.	-0.1%	i	3%
O=C(CCc1cn(Cc2ccccc2F)c2ccccc12)NCc1ccc(Cl)cc1	.	?	-30%	?	.	.	3.0%	.	-5%
Cc1ccc(S(=O)(=O)N(CC(=O)Nc2ccc(Cl)cc2Cl)c2ccccc2C)cc1	.	-9%	-27%	-23%	.	.	4.1%	i	4%
Cc1cccc2cc(CN(Cc3cccs3)C(=S)NCC3CCCO3)c(=O)[nH]c12 (configuration not stated)	i	-19%	-1%	-13%	-3.0	-1%	19%	?	-18%
Cc1cccc(CNC(=O)Nc2nnc([C@H]3C[C@H](O)[C@@H](CO)O3)s2)c1	i	.	1%	8%	-2.2	.	-0.9%	i	.
O=[N+]([O-])c1cc([N+](=O)[O-])c(Oc2cc(F)cc(F)c2)cc1NN1CCCCC1	i	11%	0%	17%	1.0	3%	-0.6%	i	3%
O=C(Oc1cccnc1)c1cc(S(=O)(=O)N2CCCCC2)ccc1Cl	i	4%	-6%	-3%	1.6	1%	0.2%	i	2%
CCN(CC)S(=O)(=O)N1CCC(C(=O)NCCC2=CCCCC2)CC1	i	3%	13%	-6%	-1.0	0%	-0.3%	?	1%
COc1ccc(CN2CCN(C(=O)c3cccnc3)CC2)cc1Br	i	-1%	5%	-1%	-2.2	-3%	-0.6%	i	-2%
Cc1noc(C)c1NC(=O)Nc1ccc2c(c1)C(=O)N([C@H](C)CO)C[C@H](C)[C@H](CN(C)C(=O)NC1CCCCC1)OCCCC[C@@H](C)O2	i	.	-8%	7%	-1.3	.	-0.1%	i	.
COC(=O)C1=NN(c2cccc(C)c2)C2C(=O)N(c3ccccc3OC)C(=O)C12 (configuration not stated)	i	7%	12%	15%	-1.5	-3%	-0.4%	i	0%
Nc1ncnc(Nc2ccccn2)c1[N+](=O)[O-]	i	-21%	-9%	-19%	-1.6	-3%	-0.3%	i	5%
CC(C)c1ccc2c(c1)C(c1ccc(N3CCOCC3)cc1)=NNC(c1cccs1)=N2	i	-28%	4%	-4%	3.6	2%	3.5%	i	-27%
COc1ccccc1N1CCN(C(=O)c2cc(-c3ccco3)on2)CC1	i	3%	-18%	-17%	0.3	-1%	0.6%	i	4%
O=C(Nc1ccc(F)c([N+](=O)[O-])c1)C1CC(=O)N(Cc2ccccc2)C1 (configuration not stated)	i	?	-22%	-10%	-1.9	1%	15%	i	-9%
O=Cc1ccc(-c2nc3ccccc3s2)o1	i	?	-4%	14%	1.7	0%	4.8%	i	-3%
CC1=C(C)CC(C(=O)NC2CCCC2)C(C(=O)O)C1 (configuration not stated)	i	-9%	-5%	6%	-0.3	-6%	-0.4%	i	-6%
NS(=O)(=O)c1ccc(NNC(=O)c2ccccc2C(=O)O)cc1	i	0%	4%	6%	1.0	0%	2.7%	i	-4%
Cc1nc(/N=C\N(C)C)sc1C(=O)Nc1ccccc1	i	?	-2%	0%	0.4	0%	4.4%	i	-12%
O=C(NCc1ccccc1C(F)(F)F)c1cccc2c1C(=O)c1ccc(N3CCOCC3)cc1S2(=O)=O	i	?	-20%	-5%	-2.0	0%	-1.7%	i	-3%
Cc1ccc(NC(=O)C2CCN(C(=O)c3sc4nc[nH]c(=O)c4c3C)CC2)cc1F	.	.	-16%	?	.	.	4.5%	.	5%

Shown with two lines to a compound: entries from further up.
Values run as follows: pAkt inh	Nrf2 inh	HepG2 viability	TGFb SMAD3 inh	CCT chaperon mod	Mm-Cpn inhibitor	Nrf2 ARE act	S2 tox	A549 tox
CCN(CC)S(=O)(=O)N1CCC(C(=O)NCCC2=CCCCC2)CC1
    i	3%	13%	-6%	-1.0	0%	-0.3%	?	1%
Cc1ccc(S(=O)(=O)N(CC(=O)Nc2ccc(Cl)cc2Cl)c2ccccc2C)cc1
    .	-9%	-27%	-23%	.	.	4.1%	i	4%

Continuation:
SMILES	pAkt inh	Nrf2 inh	HepG2 viability	TGFb SMAD3 inh	CCT chaperon mod	Mm-Cpn inhibitor	Nrf2 ARE act	S2 tox	A549 tox
COc1cccc(CC2(CO)CCCN(C/C=C/c3ccccc3OC)C2)c1 (configuration not stated)	i	-6%	-48%	-22%	0.6	0%	0.0%	i	?
O=[N+]([O-])c1cccc(NC(=S)N2CCc3ccccc3C2)c1	i	?	-13%	?	-2.9	1%	19%	i	1%
Cc1ccccc1NC(=O)Cn1cc(C(=O)C2CC2)c2ccccc21	i	-15%	-6%	-9%	-1.1	-4%	-0.7%	i	2%
CCn1nnnc1SCC(=O)Nc1ccc(F)cc1	i	?	-35%	14%	-1.2	2%	-0.2%	i	3%
O=S1(=O)CCC(NS(=O)(=O)/C=C/c2ccccc2)C1 (configuration not stated)	-114%*	11%	5%	-23%	0.3	-1%	-0.3%	i	-4%
CN(C)/C=N/C(=S)Nc1ccc(Cl)c(Cl)c1	i	?	-23%	-23%	2.7	0%	11%	i	0%
Cc1ccc(-n2c(SCC(=O)Nc3cccc(C)c3)nc3c(oc4ccccc43)c2=O)cc1	.	-10%	0%	-11%	.	-4%	-0.9%	i	0%
Cc1nc(N2CCOCC2)nc(N2CCN(c3ccccc3)CC2)c1[N+](=O)[O-]	i	.	-12%	-2%	-2.1	2%	0.4%	i	0%
Cc1oc(C(=O)O)cc1COc1cccc2cccnc12	i	9%	10%	8%	-3.7	-1%	0.1%	i	-1%
O=C(COc1cccc2c1CCN(Cc1ccc(Br)cc1)C2=O)NCc1ccco1	i	?	-4%	?	-4.2	2%	5.2%	i	4%
Cc1ccc2oc(=O)c3cnn(CC(=O)NCCN(C)C)c3c2c1	i	14%	6%	-6%	-1.5	-1%	0.4%	i	1%
COc1ccccc1NC(=O)CSc1nc(=O)n(CCN(C)C)c2c1CCCC2	i	3%	-2%	0%	-1.1	2%	-0.9%	i	-2%
CCCCn1c(N)c(N(CCOC)C(=O)c2cccc(N3C(=O)c4ccccc4C3=O)c2)c(=O)[nH]c1=O	i	9%	-1%	21%	1.1	0%	-0.1%	i	0%
CC(C)C(O)(C#CCN1CCCCC1)C(C)C	i	0%	-6%	?	2.1	1%	0.4%	i	-3%
Cc1ccccc1C(=O)Nc1ccc(C(=O)NNC(=O)CCCOc2ccc(Cl)cc2Cl)cc1	i	.	-17%	12%	-0.8	-3%	-1.2%	i	6%
O=Nc1c(O)n(Cc2cccc(Cl)c2)c2ccccc12	i	?	-55%	-29%	1.0	-3%	-0.9%	?	?
COCCCNC(=O)c1cc(-c2cccnc2)nc2ccc(S(=O)(=O)N3CCCCCC3)cc12	i	18%	-3%	1%	-1.3	1%	-0.9%	i	6%
CCC(=O)N1CCc2cc(S(=O)(=O)CCC(=O)Nc3ccc(CC)cc3)ccc21	i	-8%	3%	0%	-0.1	-2%	-0.9%	i	0%
CN1C(=O)[C@H]2[C@@H](c3ccc(F)cc3)N3C(=O)c4ccccc4NC(=O)[C@@]3(C)[C@H]2C1=O	i	-3%	0%	18%	-2.2	-1%	-0.3%	i	-1%
CCN(CC)S(=O)(=O)c1ccc2oc(C(=O)NC(C)C)c(C)c2c1	i	-22%	-16%	-2%	0.1	-1%	0.0%	i	-1%
COc1ccc(S(=O)(=O)N2CCCCCC2)cc1NC(=O)Cc1cc(OC)c(OC)c(OC)c1	i	-24%	-23%	0%	-2.0	1%	0.0%	?	-4%
CCN1C(=O)[C@H]2[C@@H](c3ccc(-c4ccccc4)cc3)N[C@@](Cc3ccccc3)(C(=O)OC)[C@H]2C1=O	i	-9%	-1%	10%	1.6	-4%	0.4%	i	1%
COC(=O)C[C@@H]1C[C@H]2c3cc(NS(=O)(=O)c4ccccc4)ccc3O[C@H]2[C@@H](CO)O1	i	.	-21%	?	-2.0	.	-0.5%	i	.
CC(=O)NC(c1ccc(F)c(F)c1)c1nc(-c2cccs2)cs1 (configuration not stated)	i	.	-8%	-15%	-0.3	.	8.5%	i	.
COc1cc(NC(=S)Nc2ccc(OC(F)F)cc2)cc(OC)c1	i	?	-3%	0%	-1.7	-4%	-0.5%	i	9%
Cc1ccc(S(=O)(=O)N2CCOCC2)cc1C(=O)NC(=S)N(Cc1ccccc1)C(C)C	i	4%	-2%	?	-2.6	0%	0.0%	i	-1%
Cc1c(Cl)cccc1N1CC(C)(C)C1=O	i	0%	-3%	-27%	3.0	-1%	0.1%	i	6%
O=C(N/N=C/c1cccc([N+](=O)[O-])c1)c1ccccc1-n1cccc1	i	-10%	-8%	1%	-2.5	-14%	13%	i	-5%
Cc1ccc(S(=O)(=O)c2ccc(NC(=O)c3c(F)cccc3F)cc2)cc1	i	-23%	-17%	-5%	-1.5	-1%	-0.5%	i	0%

High-throughput results (PubChem)

Compounds were not picked by outcome, and some 4.4% of all compounds hit somewhere here.
